Screening data deposited in PubChem BioAssay by several laboratories.
KLF5 inh: kruppel-like factor 5 inhibition; inhibition, % at 5 µM; DLD-1 KLF5 promoter-luciferase reporter, luminescence; 290,000 tested, 0.23% active; AID 1700;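 active = inhibition above a per-plate limit of that plate's mean compound inhibition plus 3 SD, cut at about 60% in these data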;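 also: 0% = DMSO wells and 100% = LY294002 at 200 µM; higher means less KLF5 promoter-driven luciferase light; inactives centre near -14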
HSF-1 act: increases HSF-1 driven luciferase reporter signal. NIH3T3-HGL HSF-1 luciferase reporter, MG132, 8 h; 100% = twice DMSO control signal. activation, % at 9 µM. 300,000 tested, 1.7% active;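 active = mean replicate activation of at least 50% with a set share of replicates each reaching 50%; inconclusive = only one of those two conditions met; inactive = mean below 50% and too few replicates reaching it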;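 also: 0% = median of the neutral control wells and 100% = twice that signal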
aSyn 5UTR inh: MLPCN primary screen, SNCA 5' untranslated region. alpha-synuclein 5'UTR reporter, inhibitor activity. 300,000 tested, 0.82% active. inhibition, % (tested at 7.5 µM). AID 1813; in the data active = inhibition above about 60%; inconclusive = no clear call, values can overlap the other calls;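 also: H4 neuroglioblastoma cells stably carrying SNCA 5'UTR luciferase fusion; 0% = DMSO wells and 100% = positive control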
Dyrk1A ADPGlo: inhibitors of rat Dyrk1A kinase | inhibition, % at 12.5 µM | 310,000 tested, 0.43% active | Q63470 | ADP-Glo luminescence, NFATc1 peptide; in the data active = inhibition above about 50%;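 also: plate controls were vehicle with enzyme for no effect and no enzyme for full effect; many of its hits are not listed in these tables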
IEC-6 cytotox: kills IEC-6 intestinal cells in KLF5 counter-screen; inhibition, % at 5 µM; IEC-6 cytotoxicity, luminescence viability; 290,000 tested, 0.78% active; in the data active = inhibition above about 22%;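 also: 0% = plate median of test compound wells and 100% = cytotoxic reference compound wells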
GSK3A inh: inhibitors of human GSK-3 alpha kinase; 320,000 tested, 0.1% active; ADP-Glo luminescence, 60 min; P49840; inhibition, % at 10 µM;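 in the data active = inhibition above about 50%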;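 also: GST-tagged GSK-3 alpha with peptide substrate and 25 µM ATP; 0% = DMSO neutral wells and 100% = GW8510 positive control wells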
Target sequence (P49840 whole entry, looked up): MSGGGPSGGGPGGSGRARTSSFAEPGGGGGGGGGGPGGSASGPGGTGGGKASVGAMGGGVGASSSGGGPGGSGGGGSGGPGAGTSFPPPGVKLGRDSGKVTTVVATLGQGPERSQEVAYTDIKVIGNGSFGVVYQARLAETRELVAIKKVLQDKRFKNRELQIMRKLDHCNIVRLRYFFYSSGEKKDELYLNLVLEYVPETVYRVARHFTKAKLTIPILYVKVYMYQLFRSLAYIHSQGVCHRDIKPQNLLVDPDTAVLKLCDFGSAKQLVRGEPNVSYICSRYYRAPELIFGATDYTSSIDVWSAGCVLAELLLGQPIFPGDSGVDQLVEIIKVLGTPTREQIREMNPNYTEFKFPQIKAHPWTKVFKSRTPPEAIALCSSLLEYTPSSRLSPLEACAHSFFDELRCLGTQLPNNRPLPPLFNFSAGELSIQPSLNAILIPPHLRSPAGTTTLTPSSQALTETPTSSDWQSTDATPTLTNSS
Platelet DG rel: platelet dense granule release activity | human platelet-rich plasma, SFLLRN dense granule ATP release, luminescence | 300,000 tested, 0.22% active | inhibition, %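 (compounds screened at 7.5 µM in platelet-rich plasma)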;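 active = mean replicate score, as percent of positive control, at or above 50; inconclusive = mean below 50 but at least one replicate at or above 50; inactive = mean and every replicate below 50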
HSF1 inhib: HSF1 inhibition | 300,000 tested, 0.77% active | activity change, negative = inhibition, % at 7.5 µM (by protocol) | NIH3T3-HGL HSE-luciferase, MG132-induced, luminescence 8 h; active compounds read low;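 active = more than half of replicate wells show activity change below -50%, luminescence cut by over half; inconclusive = some wells, but at most half, below -50%; inactive = no replicate well below -50%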;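 also: luciferase reports HSF-1 transcriptional activity via heat shock element; 0% = median of DMSO wells and -100% = zero luminescence signal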
HSP90 refold inh: HSP90 refolding inhibition in rabbit reticulocyte lysate; AID 1789; 290,000 tested, 0.91% active; inhibition, % at 5.6 µM; luciferase refolding luminescence, 3 h;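 active = inhibition above the screen-wide mean plus 3 SD, computed separately per campaign, cut at about 16% in these data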;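 also: 0% = DMSO wells and 100% = 60 µM geldanamycin wells; inhibitors lower the luminescence because luciferase stays unfolded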
GSK3beta inhib: human GSK3beta kinase inhibition | P49841 | GST-GSK3beta kinase, ADP-Glo luminescence, 60 min; active compounds read low | activity score (negative = inhibition), % at 10 µM | 300,000 tested, 0.038% active;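 active = more than half of replicate wells score below -50%, meaning over 50% inhibition versus plate controls; inconclusive = some replicates but at most half score below -50%; inactive = no replicate scores below -50%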;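 also: 0% = median DMSO wells and -100% = median GW8510 positive control wells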
Target sequence (P49841 whole entry, looked up): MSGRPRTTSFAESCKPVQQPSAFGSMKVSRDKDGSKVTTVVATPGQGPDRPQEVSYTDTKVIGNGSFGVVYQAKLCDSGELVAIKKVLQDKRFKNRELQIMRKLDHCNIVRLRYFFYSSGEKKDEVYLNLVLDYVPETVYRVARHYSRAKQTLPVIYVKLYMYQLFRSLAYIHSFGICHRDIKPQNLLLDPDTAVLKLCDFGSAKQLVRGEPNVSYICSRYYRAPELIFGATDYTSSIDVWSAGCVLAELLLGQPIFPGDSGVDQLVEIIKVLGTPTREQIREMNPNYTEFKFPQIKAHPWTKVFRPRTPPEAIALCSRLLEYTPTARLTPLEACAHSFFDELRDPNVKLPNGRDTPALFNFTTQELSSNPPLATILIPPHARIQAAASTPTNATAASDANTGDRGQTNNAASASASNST
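Test system: GST-tagged human GSK3beta kinase, cell-free; evaluation: activity score scaled between in-plate DMSO and GW8510 controls; measured by: ADP-Glo luminescence; incubation: 60 min reaction, RT; benchmarks: DMSO and 20 µM GW8510; reagent: peptide substrate plus 25 µM ATP (final); medium: Tris/MgCl2 kinase buffer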
* marks the source's active call; other numbers are inactive results; ? = inconclusive; · = no result given. These rows are one share of the data; the hit share may differ from the screen's.

SMILES	KLF5 inh	HSF-1 act	aSyn 5UTR inh	Dyrk1A ADPGlo	IEC-6 cytotox	GSK3A inh	Platelet DG rel	HSF1 inhib	HSP90 refold inh	GSK3beta inhib
Cc1ccc(-c2nc(N=Nc3ccc(O)cc3)n[nH]2)cc1	-91	11	-182	·	3	0	-8	-3	-4	-3
COc1cccc(Nc2nc3ccccc3n3cnnc23)c1	-45	5	-18	45	2	0	-1	-2	-3	-9
CC1CC(C)CN(C(=O)CSc2nnc(-c3ccc(Cl)cc3)o2)C1 (stereo not drawn)	-16	11	2	14	-2	-4	10	-4	0	0
O=C(COC(=O)Cc1c[nH]c2ccccc12)Nc1cccc2ccccc12	-10	-1	0	3	5	0	-3	-8	-7	1
CCC1Oc2ccccc2N(CC(=O)NC2CC2)C1=O (stereo not drawn)	-2	10	20	-8	7	-1	-11	1	-3	4
CCN1c2ccc(S(=O)(=O)N3CCOCC3)cc2N(Cc2ccc(OC)cc2)C1C (stereo not drawn)	-6	-10	6	-4	3	-2	3	-10	0	1
O=C(Nc1nnc(CCN2CCOCC2)s1)C1CCCCC1	-10	-6	9	4	-2	2	-21	-5	-2	-1
CCCC(=O)Nc1nc(C)c(-c2csc(Nc3ccccc3C)n2)s1	-25	-2	-14	9	-6	-2	0	0	6	-3
O=C(NCN1CCN(CCO)CC1)c1cnccn1	7	-8	-3	-5	-1	-4	3	-9	2	0
COc1ccc(NC(=O)c2cc3n(n2)C(C(F)(F)F)CC(c2ccc4c(c2)OCO4)N3)cc1OC (stereo not drawn)	0	·	·	0	4	-2	·	·	-1	·
Cn1ncc(Cl)c1C(=O)N1CCC(Cc2ccccc2)CC1	-42	5	7	·	-2	1	-2	-3	0	2
Nc1[nH]c(=O)nc(Nc2ccccc2)c1N=O	·	2	-10	-4	·	3	4	-6	·	2
CC(C)c1ccc(NC(=O)c2cnn(-c3ccccc3)c2NC(=O)c2ccco2)cc1	-11	-1	6	1	8	-3	-4	7	-3	1
CC(C)CCCN1C(Nc2ccccc2)=NC[C@@H]1C	-16	-4	19	-1	-5	5	-4	-1	-5	0
CCOc1ccc(C(=O)C(C)OC(=O)CN2C(=O)NC(C)(C)C2=O)cc1 (stereo not drawn)	·	1	-6	0	·	4	1	1	·	0
COc1cc(OC)cc(C(=O)Nc2ccccc2S(=O)(=O)N2CCCC2OC(C)=O)c1 (stereo not drawn)	-27	-2	19	0	-1	0	0	4	-1	0
Cc1occc1C(=O)Nc1ccc([N+](=O)[O-])cc1Br	-22	5	-13	-2	-2	-1	3	2	0	-3
CCC(=O)Nc1cccc(C(=O)/C=C/c2ccc(F)cc2)c1	-26	75*	-53	3	-8	0	2	61	4	3
COc1ccc(NC2=CC(c3cccc(OC)c3)N(c3ccc(OC)cc3)C2=O)cc1 (stereo not drawn)	-22	9	-35	-6	6	-4	18	-4	3	-2
S=C(Nc1ccc(Cl)cc1Cl)N1CCCCC1	0	?	-60	-5	-4	-1	-17	22	-4	2
COC(=O)[C@H](Cc1ccccc1)NC(=O)NCCc1ccc(OC)cc1	-37	-9	-3	-4	-2	-1	-1	-7	-4	4
Cc1nc2cc(C(=O)OCC(=O)NC34CC5CC(CC(C5)C3)C4)ccc2n1-c1ccccc1	-6	12	2	4	-1	6	14	3	0	0
COc1ccc(N(CC(=O)Nc2cc(C)on2)S(=O)(=O)c2ccc(Cl)cc2)cc1	-29	·	·	0	-1	0	·	·	-1	3
COc1cc(C(=O)Nc2ccc(Nc3ccccc3)cc2)cc(OC)c1OC	-20	58*	-21	·	1	1	-11	25	0	-1
CCOc1cccc(-c2nn(-c3ccccc3)cc2/C=C(/C#N)C(=O)NCCCn2ccnc2)c1	-12	30	5	-1	4	-2	12	-4	-1	2
Cc1ccc(SC[C@H](Cc2ccccc2)N2CCN(CC(C)C)CCC2=O)cc1	·	-17	-15	0	·	3	15	-6	·	1
COc1ccc(CCNC(=O)CCN2C(=O)C(C)Oc3ccc(C)cc32)cc1OC (stereo not drawn)	12	0	10	1	-5	-1	-2	2	5	1
CC(C)NC(=O)CSCc1c(F)cccc1Cl	-33	2	19	1	2	-3	2	-2	1	1
Oc1ccc2ccccc2c1CNc1cnc2ccccc2c1	-41	45	-97	19	4	1	-14	24	-2	0
COc1ccc(C2N(C(=O)CN3CCOCC3)CCN2S(=O)(=O)c2ccccc2)cc1 (stereo not drawn)	-17	·	·	1	0	-1	·	·	-2	·
CCOCCCN(C(=O)Cn1nnc(-c2ccc(C)o2)n1)C(C(=O)NCC1CCCO1)c1ccc(F)cc1 (stereo not drawn)	-24	18	12	3	-1	1	-4	0	6	-1
C=C1CCN(C(CC(C)C)C(=O)OC)S(=O)(=O)c2ccccc21 (stereo not drawn)	·	-25	14	2	·	-3	-5	-6	·	2
O=C1CN(C(=O)/C=C/c2cccc(Cl)c2)c2ccccc2N1	8	-4	14	4	9	2	-5	2	4	-5
COc1ccccc1CC(=O)N1CCC(n2nccc2NC(=O)C2CCOC2)CC1 (stereo not drawn)	-8	-5	0	-5	12	0	-17	-4	0	-1
CCSc1nnc(NC(=O)NC(C)(C(F)(F)F)C(F)(F)F)s1	-22	2	-3	2	-2	-3	-2	0	3	2
O=C(Cn1c(=O)oc2cc(S(=O)(=O)N3CCCC3)ccc21)Nc1ccc(C(F)(F)F)cc1	-24	-15	16	0	2	0	-5	2	3	0
CCOc1ccc(CN(C)C(=O)CNC(=O)c2ccccc2)cc1	5	9	11	0	1	3	-1	-3	8	-4
Cc1ccc(-c2nnn(CC(=O)N(CC3CCCO3)C(C(=O)NC3CCCC3)c3ccc(F)cc3)n2)o1 (stereo not drawn)	-27	-10	6	0	-3	0	·	2	-1	0
COc1ccc(NC(=S)NNc2ccc(C(=O)O)cc2)cc1	2	31	-107	2	-5	4	-5	-1	21*	3
NNC(=O)CC(=O)NC1(Cc2ccc(O)cc2)CCCCC1	-3	-2	7	-2	12	0	-2	-2	1	0
Cc1ccc(C)c(Nc2cc(C)nc(-c3ccccc3O)n2)c1	35	-5	10	-1	48*	-3	8	-1	-4	2
O=C(CSc1nnc(-c2ccc(Cl)cc2)n1-c1ccc(Cl)cc1)N/N=C/c1ccccc1C(=O)O	-12	-2	12	·	-5	-4	-2	-6	-2	1
O=C(OCc1nnc(-c2ccccc2)o1)C1=COCCO1	-14	-15	5	-4	-5	-2	-1	7	0	·
CCOC(=O)c1c(C)n(C)c2ccc(OC)c(NS(=O)(=O)c3ccc(Cl)s3)c12	-69	21	15	-7	-12	-2	0	-8	2	3
CC12CCC(C(=O)N3CCCCCC3)(OC1=O)C2(C)C (stereo not drawn)	-18	2	-9	6	-5	0	0	-7	1	2
Cc1ccc(OCCNC(=O)c2cccc(C)c2)cc1	-25	11	4	7	2	0	-2	2	-2	-1
O=C(CCSc1ccccc1)NCCSc1ccccn1	-16	27	-5	-2	0	·	-1	10	1	1
N=C1/C(=C\c2ccc(OC(=O)c3ccc(F)cc3)cc2)C(=O)N=C2SC(N3CCOCC3)=NN12	-37	2	-13	4	0	-1	-2	-5	9	4
COc1ccc(-c2nnc(NC(=O)CSc3ccc(Cl)cc3)s2)cc1OC	3	20	9	-6	4	-1	-4	6	0	4
COCCNC(=O)c1cc2c(-c3ccc(Cl)cc3)nn(C)c2s1	2	3	-21	-3	16	8	2	-3	-1	-2
CCc1cc(C(=O)OC)c(N2C(=O)C3C4C=CC(C4)C3C2=O)s1 (stereo not drawn)	-21	24	-1	4	5	1	3	0	5	0
CCn1c(CSc2nc(C)cc(C)n2)nnc1SCC(=O)Nc1nc(-c2ccccc2)cs1	-51	-7	-35	-3	-5	0	4	0	-1	0
Cc1cccc(NC(=S)NCc2ccc3c(c2)cc(C)n3C)c1C	-37	-5	5	-1	-3	-2	1	0	-1	3
CC(C)(C)c1ccc(-c2noc(CNC(=O)c3ccco3)n2)cc1	-21	0	-25	-2	-8	-2	1	-3	-6	·
O=C1CN(C(=O)COC(=O)c2cnc(Cl)c(Cl)c2)c2ccccc2N1	-3	-10	-1	0	-5	3	-4	7	2	-1
CC(C)C(NS(=O)(=O)c1cccs1)C(=O)N(C)Cc1ccccc1 (stereo not drawn)	-32	3	5	0	-7	-3	-14	9	0	2
O=C(NC1(C(F)(F)F)NC(=O)N(C2CCCC2)C1=O)C1CC1 (stereo not drawn)	3	11	-21	-4	2	-2	-20	-6	-2	-1
COCCNC(=O)c1ccc(S(=O)(=O)N2CCCc3ccccc32)cc1	-8	-2	24	-4	-4	1	10	3	-4	-2
CC(=O)Nc1ccc(S(=O)(=O)N(CC(=O)O)Cc2ccccc2)cc1	-12	-6	-7	-9	-4	·	0	-8	-3	-1
O=C(O)CCSc1nnc(COc2cccc3ccccc23)n1-c1cccc(Cl)c1	-21	-1	-3	-4	0	-4	-3	1	-1	-1

The list goes on:
SMILES	KLF5 inh	HSF-1 act	aSyn 5UTR inh	Dyrk1A ADPGlo	IEC-6 cytotox	GSK3A inh	Platelet DG rel	HSF1 inhib	HSP90 refold inh	GSK3beta inhib
CCc1ccc(NC(=O)c2cnc3n(c2=O)CCS3)cc1	-35	30	-185	-1	-3	-1	4	18	-3	3
COc1ccccc1N1CCN(CC(=O)Nc2ccc(CN3CCCCC3)cc2)CC1	-4	-19	17	4	7	-4	2	-1	1	-3
CN(C)S(=O)(=O)c1cccc(-c2cn3cc(Cl)ccc3n2)c1	-111	·	·	2	1	1	-4	·	2	0
Cc1nc(CSc2nsc(/C=C/N(C)C)c2C#N)cs1	-5	33	-1	-2	-3	·	7	0	-2	5
Cc1ccc(S(=O)(=O)Nc2ccc3ccccc3n2)cc1	-54	18	-19	·	0	3	-1	5	-1	5
COc1ccc(-c2csc(Nc3ccc(S(=O)(=O)Nc4cc(OC)nc(OC)n4)cc3)n2)cc1	-46	-10	-5	-3	-6	6	7	-6	-5	-2
O=C(N/N=C/C=C/c1ccccc1)C1CC1(c1ccccc1)c1ccccc1 (stereo not drawn)	-26	13	-48	-7	-4	-3	0	16	-1	-2
O=C(COC(=O)CCNS(=O)(=O)c1ccc2c(c1)OCCO2)NC1CCCc2ccccc21 (stereo not drawn)	3	17	17	2	0	-3	-3	-4	-3	4
Cc1ccc(CSC(Nc2ccc(F)cc2)=C(C#N)C#N)cc1	0	16	35	-4	11	0	-9	10	2	2
CS(=O)(=O)c1ccc(Cl)c(NC(=O)COC(=O)CCc2c[nH]c3ccccc23)c1	·	19	-12	2	·	8	-5	9	·	1
CCCc1cc(=O)[nH]c(SCC(=O)Nc2ccccc2C#N)n1	-12	19	17	1	6	0	-25	1	5	6
COc1ccc(-c2cc(-c3cccs3)c(C#N)c(SCC(=O)NCc3ccccc3)n2)cc1	-11	-32	-12	-2	-1	-2	-7	-8	0	1
